IMPase Li inh – cell-permeable IMPase inhibitors with lithium potentiation. 210,000 compounds, 0.35% hits. CHO-M1 cells, IP1 TR-FRET (IP-One), carbachol + lithium. Potency, µM (series often up to 59.4 µM), inactives show at the highest dose activity, negative = IMPase inhibition, actives largely listed as inhibitors;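 further: IP1 builds up when IMPase is blocked and the TR-FRET signal falls; potency means the concentration at half of the fitted maximal effect; plate controls were basal vehicle for no effect and high inhibitor control for full effect; nearly all actives have a fitted effect of over 50% in size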
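IP1 accumulation measured by competitive TR-FRET in lysed CHO-M1 cells after 30 min compound exposure at 37C, with a small lithium addition to potentiate weak responses. Hill-equation AC50 from ratio and donor-channel data.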
CBFb RUNX1 block – inhibitors of human CBF-beta and RUNX1 interaction | Q01196+Q13951 | AlphaScreen CBFb-His/RUNX1-biotin binding, biochemical | Potency, µM (doses to about 59.8 µM), without a hit: at the top dose activity, negative = inhibition, most hits filed as inhibitors | 230,000 tested, under 10 active | AID 1477; further: % of control where 0% means no effect
Target sequence (Q01196 whole entry, looked up): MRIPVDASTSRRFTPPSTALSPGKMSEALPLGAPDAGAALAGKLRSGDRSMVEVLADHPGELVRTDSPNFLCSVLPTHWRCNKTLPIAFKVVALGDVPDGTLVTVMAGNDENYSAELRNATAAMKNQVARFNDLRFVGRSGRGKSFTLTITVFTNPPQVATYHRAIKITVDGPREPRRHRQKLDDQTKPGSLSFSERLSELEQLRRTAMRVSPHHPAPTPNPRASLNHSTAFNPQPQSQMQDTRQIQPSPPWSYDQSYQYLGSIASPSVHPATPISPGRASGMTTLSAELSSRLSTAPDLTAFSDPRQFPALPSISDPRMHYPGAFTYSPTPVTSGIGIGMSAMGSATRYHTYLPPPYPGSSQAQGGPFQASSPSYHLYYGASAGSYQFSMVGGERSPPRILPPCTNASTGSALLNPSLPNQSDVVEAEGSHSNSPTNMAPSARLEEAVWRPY
Target sequence (Q13951 whole entry, looked up): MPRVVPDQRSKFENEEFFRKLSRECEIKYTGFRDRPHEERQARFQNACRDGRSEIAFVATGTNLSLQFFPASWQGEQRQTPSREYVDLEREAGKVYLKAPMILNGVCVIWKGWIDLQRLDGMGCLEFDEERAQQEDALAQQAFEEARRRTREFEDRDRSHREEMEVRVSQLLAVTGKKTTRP
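CBFb-His/RUNX1-biotin, 30 nM each, preincubated 20 min RT; compound 15 min RT; Ni + streptavidin beads 50 ng each, 90 min RT; AlphaScreen read.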
KinaseGlo FLuc – Kinase-Glo luciferase inhibition (counter-screen). Q27757. 200,000 compounds, 0.28% hits. Potency, µM (top dose mostly 38.3 µM), for the others: at the highest dose activity change, negative = inhibition, hits mostly inhibitors. Kinase-Glo luciferase, ATP luminescence, 8 min; further: potency means the concentration at half of the fitted maximal effect; on the % scale 0 is the no-effect control and ±100 the full control effect; nearly all actives have a fitted effect of over 60% in size
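Compound is pinned into ATP-containing buffer (10 uM ATP, imidazole pH 7.2, 7 mM MgCl2). Kinase-Glo luciferase reagent is then added. Light output is recorded following an 8-min room-temperature incubation.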
LMNA splice mod – LMNA splicing modulation | Potency, µM (titrated, usually from 46.1 µM), inactives show at the top dose ratio change, negative = inhibition, hits mostly inhibitors | 200,000 compounds, 0.01% hits | HeLa LMNA splicing GFP/RFP minigene ratio, 48 h; active means well fitted inhibition curve with a large enough effect in the signal ratio, with a control signal flat, not every such curve was filed as active; inconclusive means small, poorly fitted or top-dose-only effect, or effect the other way, or a change in a side signal; the % refers to the signal ratio; further: potency means the concentration at half of the fitted maximal effect; on the % scale 0 is the no-effect control and ±100 the full control effect
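S3 HeLa cells stably expressing lamin A-EGFP splicing minigene plus DsRed2, 600 cells/well, 48 h compound exposure at 37C. Laser-scanning cytometry; analysed as GFP (500-530 nm)/RFP (575-640 nm) total intensity ratio; 0.5% DMSO vehicle.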
SMN2 splice enh – SMN2 splice variant enhancement. HEK293 SMN2-luciferase splicing reporter, luminescence, 30-36 h. Potency, µM (top dose mostly 46.1 µM), for inactives: top-dose activity change, positive = activation, usual class: activators. 210,000 compounds, 2.8% hits; further: potency means the concentration at half of the fitted maximal effect; % of control where 0% means no effect; nearly all actives have a fitted effect of over 55% in size
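qHTS luciferase splicing reporter: luminescence rises when SMN2 exon 7 is included in transfected HEK293 cells. Compound exposure lasted 30-36 h at 37C, with 4.5 mM final sodium butyrate as control, followed by a ONE-Glo read.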
HTT ATP protect – protects HTT-Q103 PC12 cells, measured by ATP. PC12 HTT-Q103 induced, cytoprotection, ATP luminescence, 40 h. Potency, µM (titrated, usually from 56.4 µM), for inactives: cytoprotection (ATP increase), usual class: activators. 230,000 compounds, 0.14% hits. AID 1471;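 further: potency means the concentration at half of the fitted maximal effect; % of control where 0% means no effect; nearly all actives have a fitted effect of over 45% in size; toxic huntingtin expression switched on by the ecdysone agonist tebufenozide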
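Readout: ATPlite luminescence (ATP level). Model: stable PC12, inducible Htt exon1 Q103-GFP. Inducer: tebufenozide, 100 nM final. Compounds: dose series. No G418 in medium.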
HTT aggregate – inhibitors of mutant huntingtin aggregate formation in PC12 cells. Potency, µM (highest dose often 46.1 µM), for inactives: at the highest dose activity change, negative = inhibition, usual class: inhibitors. 220,000 compounds, 1.1% hits. PC12 HttQ103-GFP aggregates, Acumen cytometry, 40 h. AID 1688; further: potency means the concentration at half of the fitted maximal effect; on the % scale 0 is the no-effect control and ±100 the full control effect; nearly all actives have a fitted effect of over 60% in size
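Inducible Q103 Huntingtin exon 1–GFP PC12 line, 1500 cells/well in phenol red free DMEM with 5% equine and 5% calf serum. Tebufenozide 100 nM induced expression; compounds titrated; aggregates quantified by cytometry.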
An asterisk follows results filed as active; ? = inconclusive; nt = not tested or not shown; [ ] = remark or other dose. Unless noted, the call rests on the fitted dose curve; in most records, active means well fitted curve in the direction sought with a large enough effect; inconclusive means small, poorly fitted or top-dose-only effect, or another doubt; inactive means no such curve, though single readings can be large; an effect the other way counts as inactive or inconclusive.

1. CCOc1ccc(OCCN2C(=O)NC3(CCCc4ccccc43)C2=O)cc1 (stereo not given)
2. CC(=O)c1ccc(NC(=O)COC(=O)c2ccccc2N=Nc2ccc(N(C)C)cc2)cc1
3. CCCCN(C)C(=O)c1nc2ccccn2c1CN1CCSCC1
4. CN(C)/N=C/c1ccc(OC(=O)c2cccc([N+](=O)[O-])c2)cc1
5. Cc1nc2ncnn2c(C)c1CCC(=O)NCc1ccccc1
6. CC(=O)CSc1nc(-c2cccs2)c(C#N)c(=O)[nH]1
7. CSCCC1C(=O)OC2(C)CC(C)(C)NC(=S)N12 (stereo not given)
8. CSC1=C(C#N)C(c2sccc2C)CC(=O)N1 (stereo not given)
screen / no. | 1 | 2 | 3 | 4 | 5 | 6 | 7 | 8
HTT ATP protect | 0%[10 µM] | -55%[inhibitor][10 µM] | -8%[10 µM] | 6%[10 µM] | -11% | -6%[10 µM] | 21%[10 µM] | nt
KinaseGlo FLuc | -2% | -13% | 2% | -2% | 1% | -1% | 2% | 1%
HTT aggregate | -3% | ? | 0%[9.22 µM] | -3%[9.22 µM] | 3% | -10%[9.22 µM] | -29% | nt
SMN2 splice enh | -6% | ? | -3% | 4% | -10% | nt | -6% | 2%
LMNA splice mod | ? | ? | -3%[46 µM] | 2%[46 µM] | 6% | nt | -14% | -4%[46 µM]
CBFb RUNX1 block | 3% | -1% | 5% | 3% | 4% | 1% | -3% | 4%
IMPase Li inh | 2%[38.3 µM] | -3% | 4% | 9% | 3%[38.3 µM] | 7.9µM* | 3% | 9%

9. O=C(O)c1cccc(Oc2ccccc2[N+](=O)[O-])c1
10. O=c1[nH]c2ccccc2n1CCC1CCCCC1
11. Cc1c(C(=O)Nc2ccc(OC(F)(F)F)cc2)sc2nc3n(c(=O)c12)CCC3
12. Cn1c(SCC(=O)Nc2ccc(NC(=O)c3cccs3)cc2)nnc1-c1ccncc1
13. Nc1cccc(C(=O)Nc2ccccc2Cl)c1
14. O=C(Nc1cccc2c1N(C(=O)c1ccco1)CCC2)c1ccco1
15. CCOC(=O)c1cc[n+](CC(=O)c2ccc(F)cc2)cc1
16. O=C(NNC(=O)c1ccccc1-n1cccc1)c1cccc(Cl)c1
screen / no. | 9 | 10 | 11 | 12 | 13 | 14 | 15 | 16
HTT ATP protect | 16%[10 µM] | 14% | -55% | -3%[1.9 µM] | -21% | 10%[10 µM] | -1%[10 µM] | -7%
KinaseGlo FLuc | 0% | 18% | 4% | 5% | -4% | nt | 2% | -2%
HTT aggregate | -12% | -13% | -16% | -8% | -2% | -2%[9.22 µM] | 26% | 1%
SMN2 splice enh | -24%[1.84 µM] | -20% | -54%[inhibitor] | -18% | -23% | nt | -5% | 0%
LMNA splice mod | -1% | 2% | 0% | 0% | 1% | nt | -3% | -6%[0.0737 µM]
CBFb RUNX1 block | -12% | -3% | 12% | 17% | 6% | 10% | 4% | 4%
IMPase Li inh | -3% | 29%[38.3 µM] | -12%[38.3 µM] | 4% | -3%[38.3 µM] | nt | 8% | -10%[38.3 µM]

17. O=C(COC(=O)c1ccc(S(=O)(=O)N2CCOCC2)cc1)NCc1cccs1
18. CCN1CCCC1=O
19. Cc1c(Cl)cccc1NC(=O)CSCC(N)=O
20. O=C(N/N=C/c1cn[nH]c1-c1ccccc1)c1ccco1
21. Cc1ccc(NC(=S)N(CCC(C)C)C(C)c2ccncc2)c(Cl)c1 (stereo not given)
22. CCCc1nn(C)c(C(=O)Nc2cccc(C)c2)c1Cl
23. O=C(CC12CCC(CC1)C2)NCc1ccc2c(c1)OCO2
24. O=C(CCC(=O)OCC(=O)c1ccc(Cl)cc1)NC1CCCCC1
screen / no. | 17 | 18 | 19 | 20 | 21 | 22 | 23 | 24
HTT ATP protect | 0% | 21% | 5%[0.074 µM] | -27%[1.9 µM] | -12%[10 µM] | 16%[10 µM] | 25%[1.9 µM] | 3%
KinaseGlo FLuc | -3% | nt | 0% | -4% | nt | -1% | 1% | -5%
HTT aggregate | -7% | 9% | -10% | 14%[9.22 µM] | 0%[9.22 µM] | -7% | -4% | -12%
SMN2 splice enh | -10% | nt | 25% | 3% | nt | 19% | -3% | -2%
LMNA splice mod | 26%[46 µM] | 17% | 3% | 3%[46 µM] | nt | 2% | -6% | 8%
CBFb RUNX1 block | -2% | ? | -1% | -7% | 9% | 28% | 4% | -9%
IMPase Li inh | 3% | nt | 20%[38.3 µM] | 0% | nt | 2% | 12% | -20%[38.3 µM]

Pulled by structure from the list above:
17. O=C(COC(=O)c1ccc(S(=O)(=O)N2CCOCC2)cc1)NCc1cccs1
21. Cc1ccc(NC(=S)N(CCC(C)C)C(C)c2ccncc2)c(Cl)c1 (stereo not given)
20. O=C(N/N=C/c1cn[nH]c1-c1ccccc1)c1ccco1
22. CCCc1nn(C)c(C(=O)Nc2cccc(C)c2)c1Cl
18. CCN1CCCC1=O
24. O=C(CCC(=O)OCC(=O)c1ccc(Cl)cc1)NC1CCCCC1
screen / no. | 17 | 21 | 20 | 22 | 18 | 24
HTT ATP protect | 0% | -12%[10 µM] | -27%[1.9 µM] | 16%[10 µM] | 21% | 3%
KinaseGlo FLuc | -3% | nt | -4% | -1% | nt | -5%
HTT aggregate | -7% | 0%[9.22 µM] | 14%[9.22 µM] | -7% | 9% | -12%
SMN2 splice enh | -10% | nt | 3% | 19% | nt | -2%
LMNA splice mod | 26%[46 µM] | nt | 3%[46 µM] | 2% | 17% | 8%
CBFb RUNX1 block | -2% | 9% | -7% | 28% | ? | -9%
IMPase Li inh | 3% | nt | 0% | 2% | nt | -20%[38.3 µM]

Other records follow.
25. COc1ccc(CC(=O)NNC(=O)CCc2ccccc2)cc1OC
26. Cc1ccc2[nH]c(=O)c(C(c3nnnn3CC3CCCO3)N3CCOCC3)cc2c1 (stereo not given)
27. COc1ccc(CNC(=O)Cn2c(=O)oc3ccccc32)cc1OC
28. CSCCC(NC(N)=O)C(=O)Nc1ccc2ccccc2c1 (stereo not given)
29. CC(C)OC(=O)c1cccnc1N1CCN(c2ccc(F)cc2)CC1
30. CCN(CC)S(=O)(=O)c1ccc(N2CCOCC2)c(NC(=O)c2ccccc2F)c1
31. O=C(O)c1ccccc1-n1cnnn1
32. Cc1ccnn1CCC(=O)N1CCCC(CCC(=O)N2CCN(c3ccccn3)CC2)C1 (stereo not given)
screen / no. | 25 | 26 | 27 | 28 | 29 | 30 | 31 | 32
HTT ATP protect | -32%[inhibitor] | 10% | 7% | 1% | -15% | -25%[10 µM] | 7%[10 µM] | 7%
KinaseGlo FLuc | 3% | -7% | -3% | -4% | 0% | 0% | nt | 6%
HTT aggregate | 7% | -1% | 21% | 5% | 0% | 9%[9.22 µM] | -6%[9.22 µM] | -9%
SMN2 splice enh | -10% | 12% | -8% | 7% | -19% | -9% | nt | nt
LMNA splice mod | -4%[46 µM] | 8% | -6% | -4%[9.22 µM] | ? | nt | nt | nt
CBFb RUNX1 block | 11% | -6% | 11% | 2% | 3% | 7% | 1% | 13%
IMPase Li inh | 0% | -7%[38.3 µM] | 17%[38.3 µM] | 3% | -4%[38.3 µM] | -4% | nt | 11%

33. Cc1cc2c(c(=O)n1Cc1cccnc1)C(c1ccccc1)C(C#N)=C(N)O2 (stereo not given)
34. O=C1N=C(N2CCOCC2)S/C1=C\c1cccs1
35. Cn1c2ccccc2c2cc(C(=O)N3CCOCC3)sc21
36. Cc1cn(C(=O)c2ccccc2)c(=S)n1-c1ccc(Cl)cc1
37. O=C(COC(=O)c1ccccc1)NCc1cccs1
38. CC(=O)c1ccc(Sc2ccccc2)c([N+](=O)[O-])c1
39. O=c1cc(-c2ccc(Cl)cc2)oc(=O)[nH]1
40. O=C(COc1ccc(Br)cc1)NCc1ccccn1
screen / no. | 33 | 34 | 35 | 36 | 37 | 38 | 39 | 40
HTT ATP protect | -1% | 4%[10 µM] | -2% | 5%[10 µM] | ? | 20%[10 µM] | 3%[10 µM] | 0%
KinaseGlo FLuc | -2% | -13% | 3% | -1% | 2% | nt | nt | -1%
HTT aggregate | -2% | -4%[9.22 µM] | -7% | 7% | -7% | 8%[9.22 µM] | -7%[9.22 µM] | -12%
SMN2 splice enh | 3% | nt | 4% | -13% | 4% | nt | nt | 28%
LMNA splice mod | 8% | 10%[46 µM] | -1% | -1% | ? | nt | nt | -1%
CBFb RUNX1 block | -2% | -6% | 7% | 6% | -1% | -16% | -1% | -5%
IMPase Li inh | 4%[38.3 µM] | 4% | -14%[38.3 µM] | 9% | -6% | nt | nt | -2%[38.3 µM]

41. Cc1cc(C)c(NC(=O)CCCC(=O)O)c(Cl)c1
42. CS(=O)(=O)c1[nH]nc(-c2ccccc2)c1C#N
43. Cc1nc2cnc(N3CCN(C)CC3)nc2n(CCC#N)c1=O
44. CCc1ccc(N2C(=O)CN(Cc3cccs3)C2=S)cc1
45. COc1ccc(S(=O)(=O)N2CCN(c3ccc(C)cc3C)CC2)cc1OC
46. COc1cc2nc(C3CCC3)n(NC(=O)C3CCCC(OC)C3)c(=O)c2cc1OC (stereo not given)
47. Cc1ccccc1NC(=O)C1CCCN1C(=O)NC1CCCCC1 (stereo not given)
48. Cn1nc(-c2ccc(Cl)cc2)c2cc(C(=O)N3CCCC3)sc21
49. Cc1cccc2nc(CSc3ccccc3C(=O)O)cn12
50. CCC(=O)N1CCCc2cc(S(=O)(=O)N3CCN(C4CCCCC4)CC3)ccc21
screen / no. | 41 | 42 | 43 | 44 | 45 | 46 | 47 | 48 | 49 | 50
HTT ATP protect | 5% | 19%[10 µM] | 7% | 13% | 17% | ? | -5% | -4% | 14%[10 µM] | 42%[10 µM]
KinaseGlo FLuc | -1% | nt | nt | 1% | 4% | 5% | -4% | 13% | nt | -1%
HTT aggregate | -15% | -8%[9.22 µM] | nt | -14% | 35µM* | 1% | 3% | -25% | 0% | -24%
SMN2 splice enh | 2% | nt | nt | -7% | -106%[inhibitor] | ? | 9% | ? | nt | -38%[inhibitor]
LMNA splice mod | 2% | nt | -1% | nt | ? | -8% | 1% | -2% | -3% | ?
CBFb RUNX1 block | 1% | -2% | nt | 2% | 14% | 2% | 4% | -6% | -2% | 7%
IMPase Li inh | 13%[38.3 µM] | nt | -5% | 0% | 47%[activator][38.3 µM] | 19%[38.3 µM] | 14%[38.3 µM] | 10%[38.3 µM] | nt | 7%
